# Compound activity (PubChem BioAssay)
# T cell HTS: T cell immune modulators affecting CD8 T cell-vesicle binding; calls only at 7 µM; 330,000 tested, 0.068% active; 2C CD8+ T cell-vesicle binding, flow cytometry; stronger effect = lower value;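 active = response, share of CD8 T cells binding vesicles, and their 90th percentile fluorescence all below set limits, cut at about 80% in these data, passing the limit was not always enough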
#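 Assay system – 2C mouse CD8+ T cells · Also added – QL9-loaded Drosophila micro-vesicles · Timing – Cell–vesicle co-incubation 1.5 h at 37 °C, staining 20 min on ice · Signal – flow cytometry of vesicle-bound cells · Measure – percent CD8+ FL2 mean versus row control · Controls – Peptide-free naked vesicles (low) and QL9 vesicles with 0.7% DMSO vehicle (high)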
# NOD1 NF-kB reporter: inhibition of NOD1-driven NF-kB reporter – cell-based, luminescence, uHTS, primary screen (AID 1578); inhibition, % at 4 µM, or EC50 in µM where a hit was titrated; 290,000 tested, 1% active; NOD1-driven NF-kB luciferase reporter cells, luminescence; higher % means a stronger effect; in the data active = inhibition mostly above about 36%, no sharp cut-off; inactive = mostly below about 34%;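 note: HEK-293T reporter cells stimulated with the NOD1 agonist gamma-tri-DAP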
# GPR55 antagonists: inhibition of LPI-stimulated GPR55 beta-arrestin translocation – imaging, U2OS, beta-arrestin-GFP, LPI agonist, primary screen (AID 2013); U2OS GPR55 beta-arrestin-GFP translocation imaging, LPI antagonism; higher % means a stronger effect; one-dose inhibition, % at 10 µM; IC50 in µM for titrated hits; 290,000 tested, 0.13% active;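 active = spots per cell inhibited over 60%, with over 100 cells counted and total cytoplasm intensity under 500,000; inconclusive = wells with under 100 cells, flagged as likely toxic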;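 note: U2OS cells stably carrying GPR55 and arrestin-GFP stimulated by 5 µM LPI near EC80; imaged beta-arrestin-GFP aggregate spots per cell after agonist stimulation; plate controls were LPI-stimulated DMSO wells for no effect and DMSO wells without LPI for full effect; some results filed as inactive read as strong as hits; confirmed hits need IC50 under 10 µM and bright autofluorescent wells are also inconclusive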
# KOR beta-arrestin-1: KOR agonists, beta-arrestin recruitment, primary screen, cell-based, luminescence, uHTS (AID 1777) | one-dose activation, % at 10 µM; EC50 in µM for titrated hits | KOR beta-arrestin recruitment, luminescence; higher % means a stronger effect | 280,000 tested, 0.02% active; in the data active = activation above about 50%, passing the limit was not always enough; note: a part of the inactive calls stands beside numbers as strong as those of hits
# Myeloid diff 2: myeloid differentiation induction; ER-HoxA9 myeloid progenitors, lysozyme-GFP differentiation, flow cytometry; calls only at 10 µM; 360,000 tested, 1% active; AID 624256;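 active = normalized GFP-positive differentiation at or above the plate's own cutoff, the solvent-only control mean plus 3 SD; inconclusive = no clear call, values can overlap the other calls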;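 note: cells exposed to compound for four days before flow analysis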
# NTR1 agonist: NTR1-driven beta-arrestin-GFP spot formation – imaging, U2OS cells, high content, primary screen (AID 493036). agonist mode. activation, % at 20 µM. 330,000 tested, 0.17% active;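 active = activation at or above 40% of the spot to cytoplasm intensity ratio, with at least 20 cells analyzed; inconclusive = wells under 20 cells, flagged as cytotoxic or low count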;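 note: 0% = DMSO without peptide and 100% = 100 nM NTR1 peptide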
# Target sequence (P30989 whole entry, looked up): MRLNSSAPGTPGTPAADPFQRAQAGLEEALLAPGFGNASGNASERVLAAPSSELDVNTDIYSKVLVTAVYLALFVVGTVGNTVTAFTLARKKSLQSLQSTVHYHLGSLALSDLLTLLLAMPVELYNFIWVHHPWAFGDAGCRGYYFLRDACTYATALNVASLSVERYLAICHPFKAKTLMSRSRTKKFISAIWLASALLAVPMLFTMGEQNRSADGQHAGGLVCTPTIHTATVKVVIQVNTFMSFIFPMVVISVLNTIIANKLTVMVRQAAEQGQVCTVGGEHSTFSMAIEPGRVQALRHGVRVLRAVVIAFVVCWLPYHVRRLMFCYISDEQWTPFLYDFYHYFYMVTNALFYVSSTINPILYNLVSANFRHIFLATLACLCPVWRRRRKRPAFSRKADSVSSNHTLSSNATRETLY
# GPR55 activation: GPR55 agonists via beta-arrestin recruitment, primary screen, imaging, U2OS cells, beta-arrestin-GFP redistribution (AID 1961) | U2OS GPR55 beta-arrestin-GFP redistribution imaging; higher % means a stronger effect | activation, % at 10 µM, or EC50 in µM where a hit was titrated | 290,000 tested, 0.048% active;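 active = activation above 40% with more than 50 cells counted in the well; inconclusive = wells holding fewer than 50 cells, flagged as toxic or sparse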;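 note: U2OS osteosarcoma cells stably expressing GPR55 and beta-arrestin-GFP; plate controls were DMSO negative control for no effect and LPI positive control for full effect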
# KOR beta-arrestin-2: kappa opioid receptor blockers – cell-based, luminescence, uHTS (AID 1778); KOR beta-arrestin recruitment, luminescence, antagonist mode; higher % means a stronger effect; one-dose inhibition, % at 10 µM; IC50 in µM for titrated hits; 290,000 tested, 0.091% active; note: strong numbers were not always called active
# HEK293 NOD2/NF-kB: inhibition of NOD2-driven NF-kB reporter – cell-based, luminescence, uHTS, HEK293 (AID 1566). HEK293 NOD2/NF-kB luciferase reporter, luminescence; higher % means a stronger effect. 290,000 tested, 0.63% active. inhibition, % at 4 µM, or EC50 in µM where a hit was titrated; note: many of its hits are not listed in these tables
# T cell HTS vesicle-bound %: also measured in T cell HTS; calls as there; double positive events, %; measured here: CD8+ vesicle-bound cell fraction;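 binding gate set so that unloaded-vesicle control wells show 10% double positive cells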
# NTR1 agonist cell count 20 µM: also measured in NTR1 agonist; calls as there; cell count; measured here: cell count, cytotoxicity flag
# Myeloid diff 2 GFP+ MAC1+ %: also measured in Myeloid diff 2; calls as there; GFP+ MAC1+ double positive, %; measured here: differentiation confirmed by MAC1 staining
# * = called active by the depositor; i = inactive; u = inconclusive; x = not tested or not shown; [ ] = dose if it differs, or a comment. Cut-off read from the data, not from the text of the source, unless noted: active = inhibition above about 50%; inactive = the rest. A portion of the library; rates above refer to the full screens.
SMILES,T cell HTS,T cell HTS vesicle-bound %,NOD1 NF-kB reporter,GPR55 antagonists,KOR beta-arrestin-1,Myeloid diff 2,Myeloid diff 2 GFP+ MAC1+ %,NTR1 agonist,NTR1 agonist cell count 20 µM,GPR55 activation,KOR beta-arrestin-2,HEK293 NOD2/NF-kB
CCOC(=O)c1csc(N/N=C2\CCCc3ccccc32)n1,i,8,-2%,13%,-8.9%,i,0.2,42*,70*,-0.1%,-2%,14%
Cc1cccc(OCCSc2nncn2C)c1,i,41,-10%,9%,0.9%,i,0.5,0.9,57,0.3%,1%,2%
CCN1CCN(C(=O)C2CCN(S(=O)(=O)c3ccc(Br)cc3)CC2)CC1,i,9,-24%,16%,3.8%,i,4.6,1.0,60,-0.1%,-8%,-2%
CNC(=O)c1ncnnc1N(C)C(=O)NCc1ccccc1,i,44,-12%,11%,-0.4%,i,1.2,-2.2,78,-0.1%,-4%,3%
Cc1ccc(CNC(=O)COc2ccc(C(=O)c3ccc(F)cc3)cc2)cc1,i,52,-41%,-6%,4.2%,i,0.5,-0.3,69,-0.2%,-63%,-23%
O=C(O)C1C2C=CC(C2)C1C(=O)OCc1ccccc1 (configuration not stated),i,18,-20%,16%,-4.5%,i,1.1,-1.8,97,-0.1%,35%,16%
CSCCC(NC(=O)OC(C)(C)C)C(=O)NC(C(=O)NC(CC(C)C)C(N)=O)C(C)C (configuration not stated),x,x,17%,0%,2.8%,i,3.7,-1.9,29,-0.2%,-37%,-9%
CC(NC(=O)[C@H](NC(=O)[C@@H]1Cc2ccccc2CN1)c1ccccc1)c1ccccc1 (some centres not stated),i,2,35%,0%,1.0%,i,1.6,-1.6,100,-0.1%,-21%[20 µM],10%
COc1cc2ncnc(NCc3ccccc3)c2cc1OC,i,48,-5%,-9%,-2.3%,i,0.8,0.3,36,0.6%,-12%,-17%
O=C1CC(C(=O)Nc2cccc3ccccc23)C2(CCCC2)O1 (configuration not stated),i,31,6%,15%,-0.7%,i,0.7,-1.0,101,0.4%,17%,20%
CCOC(=O)C1C(=O)C=C(c2ccc(C)cc2)CC1c1ccco1 (configuration not stated),i,5,1%,0%,7.0%,i,1.3,-1.1,84,-0.1%,-28%,-11%
Cc1ccc(NC(=O)CN2CCc3ccccc3C2)cc1S(=O)(=O)N1CCOCC1,i,29,-11%,11%,11%,i,0.4,-0.4,36,-0.8%,-24%,14%
O=C(Nn1cnnc1)c1ccccc1Cl,i,60,4%,9%,0.3%,i,0.3,0.4,51,0.0%,-10%,-12%
COCCOc1ccc(C(F)(F)F)cc1NC(=O)COC(=O)c1c(C)noc1C,i,23,-28%,20%,1.1%,i,1.1,-0.5,84,-0.1%,16%,12%
CCc1ccc(N2CCN(CCNC(=O)Nc3ccccc3)CC2)cc1,i,66,-10%,3%,4.7%,i,0.4,0.1,70,-0.4%,-18%[20 µM],4%
COCCN1Cc2cccc(C(=O)Nc3ccccc3OC)c2C1=O,i,28,-8%,13%,-2.8%,i,0.5,0.0,61,-0.1%,-4%,1%
COc1cccc(CNC(=O)c2nnn(CC(=O)Nc3cc(Cl)ccc3C)c2N)c1,i,6,-24%,-9%,-1.7%,u,x,-0.1,82,0.2%,-19%,10%
CN1C(=O)C2(c3ccccc31)c1c(oc3ccccc3c1=O)C(=O)N2CCCO (configuration not stated),i,24,-6%,0%,-3.1%,i,1.0,0.7,50,-0.1%,28%,6%
CCC(=O)NC(=S)Nc1ccccc1F,i,28,9%,-5%,-3.9%,i,0.9,-0.1,58,0.0%,7%,17%
O=C(NC(Cc1ccccc1)C(=O)OCC(=O)N1CCc2ccccc21)c1ccco1 (configuration not stated),i,43,-19%,7%,-0.2%,i,0.8,1.5,36,-0.1%,8%,11%
C=C(C)CN(CC)C(=O)Cn1cnc2c(oc3ccccc32)c1=O,i,9,-18%,-14%,2.5%,i,1.3,-1.4,58,-0.2%,-23%,5%
O=C(CSc1nc2ncccc2[nH]1)NC1CCCC1,i,24,-25%,11%,-4.0%,i,1.2,3.3,63,-0.1%,16%[20 µM],8%
CCOC(=O)C(NC(=O)Cc1ccccc1)(Nc1cc(C)on1)C(F)(F)F (configuration not stated),i,29,-10%,11%,1.1%,i,1.0,-1.2,92,-0.4%,-23%,4%
COc1ccc(/C(C)=N/NC(=O)c2nnn(-c3nonc3N)c2-c2cccs2)cc1,i,20,-18%,-1%,34%,i,1.5,1.8,123,-0.1%,-16%,-11%
CCOc1ccc(S(=O)(=O)N2CCCC(C(=O)Nc3ccccc3)C2)cc1 (configuration not stated),i,7,4%,-7%,4.4%,i,0.4,-0.1,51,-0.2%,-18%,4%
CCc1ccccc1NC(=O)C1CCN(S(=O)(=O)c2ccc3c(c2)N(C(C)=O)CCO3)CC1,i,29,-8%,20%,1.6%,i,2.4,0.1,70,-0.2%,24%,7%
C1CCC(CNc2c3c(nc4nnnn24)CCCC3)CC1,i,13,-24%,4%,0.6%,i,1.6,-2.4,56,-0.2%,10%,-2%
CC(O)CCC(=O)NNC1CC(=O)N(c2ccccc2)C1=O (configuration not stated),i,37,0%,8%,4.3%,i,0.3,0.6,48,-0.1%,4%,16%
COC(=O)c1ccccc1NC(=O)c1cccc(COc2ccccc2Cl)c1,i,33,-101%,-12%,6.7%,i,0.5,1.1,62,-0.1%,-56%,-167%
CCNC(=O)N1CCN(C(=O)NCC)CC1,i,34,26%,0%,3.9%,i,0.4,0.2,60,-0.1%,-2%,2%
Cc1ccc(NC(=O)O/N=C/c2ccc(N(C)C)cc2)cc1,i,28,-19%,13%,1.4%,i,0.6,4.2,53,-0.1%,10%,-36%
O=C1CC(c2ccccc2)n2nc(NC(=O)c3ccccn3)nc2N1 (configuration not stated),i,57,11%,1%,4.1%,i,1.4,0.3,46,-0.2%,3%,12%
Cc1ccccc1CSc1nnc2ccc(-c3ccncc3)nn12,i,26,-8%,5%,-1.3%,i,0.5,2.6,59,-0.2%,-15%,22%
O=C(Nc1ccc(F)cc1)C(c1ccccc1)N1CCN(S(=O)(=O)c2ccc3ccccc3c2)CC1 (configuration not stated),i,35,-26%,9%,1.1%,i,0.9,-0.6,82,0.0%,-21%,-11%
Cc1ccc(NNC(=O)c2ccno2)cc1Cl,i,27,-11%,1%,3.0%,i,0.1,-0.5,44,0.1%,-2%,-161%
CC(=O)N1CCCc2cc(S(=O)(=O)NC(C(=O)NC(C)c3ccccc3)C(C)C)ccc21 (configuration not stated),i,20,-2%,-2%,0.4%,i,0.5,-0.9,88,-0.4%,-20%,5%
CCOc1ccc(C(=O)NC(C(=O)NCc2ccccc2OC)C(C)C)cc1 (configuration not stated),i,25,-30%,7%,0.2%,i,1.6,-0.3,52,0.1%,-45%,6%
COc1cccc(C(=O)Nc2ncc3c(n2)CC(C)(C)CC3=O)c1,i,43,-4%,-10%,2.3%,i,1.0,0.2,37,-0.2%,16%,2%
Cc1ccc2c(c1)N(CC(=O)N(Cc1ccc3c(c1)OCO3)CC1CCCO1)C(=O)C(C)O2 (configuration not stated),i,35,2%,-1%,40%,i,1.5,-0.8,51,0.5%,8%,-26%
O=C(CCC1CCCC1)Nc1ccc(C(=O)NCc2cccnc2)cc1,i,23,-54%,-3%,9.4%,u,x,-1.1,74,-0.3%,-7%,6%
Cc1cccc(N2CC(C(=O)Nc3nccs3)CC2=O)c1C (configuration not stated),i,16,-48%,-4%,3.9%,i,1.1,-0.5,66,0.0%,-24%,11%
O=C(Nc1ccc(F)cc1F)c1cccn1-c1ncc(C(F)(F)F)cc1Cl,i,40,9%,12%,1.6%,i,5.8,0.2,62,0.4%,-5%,10%
O=C(Cc1ccc(Cl)cc1)N/N=C/c1c(Cl)cccc1Cl,i,40,-14%,15%,9.9%,i,0.5,5.3,38,-0.6%,-19%,9%
CCOc1ccccc1C1C(C#N)=C(SCC(=O)OC)NC(=O)C1C(=O)OC (configuration not stated),i,35,0%,15%,0.7%,i,0.9,-2.4,106,-0.1%,8%,-3%
COC(=O)c1ccc(NC(=O)COc2ccc(S(=O)(=O)NC(C)(C)C)cc2)cc1,i,48,-32%,0%,2.8%,i,0.1,1.0,44,0.6%,-22%,-1%
O=C(Cn1ncc2c3ccccc3n(Cc3ccccc3)c2c1=O)N1CCN(c2ccccn2)CC1,i,18,-20%,4%,-2.6%,i,0.9,3.1,66,-0.1%,9%[20 µM],13%
Cc1cccc(NC(=O)Cn2nc(-c3cccs3)ccc2=O)c1C,i,9,-21%,2%,0.0%,i,0.6,0.0,43,-0.2%,-8%,5%
COC(=O)c1c(NC(=O)c2cccs2)sc2c1CCC(C)C2 (configuration not stated),i,22,-33%,1%,3.3%,i,0.6,12,28,-0.1%,-10%,14%
CCN(C(=O)CSc1nnc(Cn2nnc3ccccc32)o1)c1nc(C)cs1,i,56,11%,-4%,-0.5%,i,0.6,-1.2,88,0.5%,-19%,18%
COc1ccc(C(=O)/C=C/C(=O)N(Cc2ccccc2)C(C(=O)NC2CCCCC2)c2ccncc2)c(O)c1 (configuration not stated),i,42,-4%,9%,2.9%,i,0.3,5.2,56,0.6%,9%,-15%
CC12CN3CC(C)(CN(C1)C3c1ccc3ccccc3c1O)C2=O (configuration not stated),i,43,3%,9%,7.1%,i,1.8,-0.1,58,-0.3%,-15%,6%
